Compound activity deposited in PubChem BioAssay by National Center for Advancing Translational Sciences (NCATS).
p53null 39C tox – p53 null cell cytotoxicity, nonpermissive temperature. H1299 p53-null (neo) cells, 39C, ATPlite viability, 24 h. Potency, µM (series often up to 46.1 µM), for inactives: top-dose activity, negative = cell killing, most hits filed as cytotoxic. 0.97% of 55,000 active;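 also: 0% = DMSO only and -100% = full killing by 100 µM tamoxifen; nearly all actives have a fitted effect of over 50% in size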
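Cells seeded at 600/well, 37C overnight. Compound added (up to 46 uM), plates shifted to 39C for 24 hr. ATPlite added, luminescence read after 20 min at room temperature.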
FH mod – Identification of activators of human fumarate hydratase by quantitative high-throughput screening; Fumarate hydratase, mitochondrial (Homo sapiens), P07954; FH coupled MDH/diaphorase resazurin fluorescence, 15 min; Potency, µM (doses to about 79.9 µM), for inactives: top-dose activity change, negative = inhibition, most hits filed as inhibitors; 0.22% of 54,000 active; AID 1347055, 2019; also: the screen sought activators but most active calls are inhibition curves; nearly all actives have a fitted effect of over 45% in size
Target sequence (P07954 whole entry, looked up): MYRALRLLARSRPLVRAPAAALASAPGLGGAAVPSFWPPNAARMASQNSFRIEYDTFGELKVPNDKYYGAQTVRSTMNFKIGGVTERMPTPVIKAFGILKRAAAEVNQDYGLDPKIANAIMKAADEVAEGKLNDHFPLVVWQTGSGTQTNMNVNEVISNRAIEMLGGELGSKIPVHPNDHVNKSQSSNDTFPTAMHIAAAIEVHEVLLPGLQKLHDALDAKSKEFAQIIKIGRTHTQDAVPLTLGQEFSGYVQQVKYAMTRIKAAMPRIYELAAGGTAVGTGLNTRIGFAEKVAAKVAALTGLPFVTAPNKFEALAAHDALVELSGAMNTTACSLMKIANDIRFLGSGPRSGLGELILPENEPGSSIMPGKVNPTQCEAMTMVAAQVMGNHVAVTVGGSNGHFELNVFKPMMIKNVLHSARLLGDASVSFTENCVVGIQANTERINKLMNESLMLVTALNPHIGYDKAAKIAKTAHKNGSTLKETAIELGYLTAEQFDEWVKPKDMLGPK
p53null 32C tox – selectivity test: cytotoxicity in p53 null cells, permissive temperature. 0.62% of 55,000 active. H1299-neo p53 null cells, ATP luminescence, 24 h, 32C. Potency, µM (highest dose often 46.1 µM), for inactives: at the highest dose activity change, negative = cytotoxicity, most hits filed as cytotoxic;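 also: 0% = DMSO only and -100% = full killing by 100 µM tamoxifen; nearly all actives have a fitted effect of over 55% in size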
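ATP-content luminescence in p53-null H1299-neo cells after 24 h compound exposure (up to 46 uM) at 32C permissive temperature; 0% and 100% killing set by DMSO and 100 uM tamoxifen; Hill-equation AC50.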
NTMT1 inhibitor – inhibitors of human N-terminal methyltransferase NTMT1; Q9BV86; NTMT1 MTase-Glo SAH luminescence, purified enzyme; Potency, µM (titrated, usually from 114 µM), inactives show at the top dose activity change, negative = inhibition, most hits filed as inhibitors; 2.5% of 59,000 active;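 also: plate controls were DMSO vehicle for no effect and no enzyme for full effect; nearly all actives have a fitted effect of over 65% in size; many of its hits are not listed in these tables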
Target sequence (Q9BV86 whole entry, looked up): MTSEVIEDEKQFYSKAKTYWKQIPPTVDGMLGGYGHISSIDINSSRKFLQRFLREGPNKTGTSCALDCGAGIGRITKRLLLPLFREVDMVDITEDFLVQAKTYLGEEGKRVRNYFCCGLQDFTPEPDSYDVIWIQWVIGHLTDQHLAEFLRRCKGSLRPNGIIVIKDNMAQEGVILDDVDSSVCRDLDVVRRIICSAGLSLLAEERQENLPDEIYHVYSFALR
* marks the source's active call; other numbers are inactive results; ? = inconclusive; / = no result given; & = joins results of further samples; ! = a repeat was not active; [ ] = another dose, or the depositor's remark. Calls follow the shape of the dose curve; as a rule, active = well fitted curve in the direction sought with a large enough effect; inconclusive = small, poorly fitted or top-dose-only effect, or another doubt; inactive = no such curve, though single readings can be large; an effect the other way counts as inactive or inconclusive. Unless noted, % is scaled to controls: 0 for no effect and ±100 for the full control effect; potency is read from the fitted curve at half-maximal effect.

molecule,p53null 39C tox,FH mod,p53null 32C tox,NTMT1 inhibitor
Cc1ccc(NC(=O)c2cn(CCC#N)nc2-c2ccc3c(c2)OCCO3)c([N+](=O)[O-])c1,/,/,-10.9%,/
Cc1ccc(N2C(=O)NC(=O)C(CCc3ccncc3)(Cc3cccc(Cl)c3Cl)C2=O)cc1 (centres undefined),/,/,-17.2%,/
CC(C)N(CC#CCC1(O)c2ccccc2-c2ccccc21)C(C)C,/,/,-5.8%,/
Cc1ccc(-n2c(O)c(/C=N/N3CCOCC3)c(=O)[nH]c2=S)cc1,/,/,-7.9%,/
CCN(CCNc1ccc([N+](=O)[O-])c2cccnc12)S(=O)(=O)c1ccccc1,28.7%,/,/,/
COc1ccc(CCNC(=O)COC(=O)Cc2ccccc2)cc1,-31.3%[1.84 µM],/,/,/
CC(=O)Nc1ccccc1C(=O)OCC(=O)c1ccc2c(c1)OCCO2,5.4%[1.84 µM],/,/,/
CC(=O)N1CCN(c2ccc([N+](=O)[O-])cc2C=C2C(=O)NC(=O)NC2=O)CC1,14.3%,/,/,/
CC12CCC3C(CC=C4CC(O)CCC43C)C1C/C(=C\c1cccc(F)c1)C2=O (centres undefined),9.2%,/,/,/
CCn1nc(-c2ccccc2)nc2c(=O)n(C)c(=O)nc1-2,18.2%,/,3.55µM*,/
Cn1c(O)c(/C=C/C=Nc2ccccc2)c(=O)n(C)c1=O,13.6%,/,3.1%,/
CN(C)CC1CSCCC1(O)c1ccccc1 (centres undefined),11.6%,/,2.8%,/
COc1ccc(N=C2SCCCN2C)cc1,2.1%,/,-14.8%,/
c1cc2c(cc1CCNC1CCCCCC1)OCO2,6.4%,/,-2.2%,/
O=C1NC(=O)N(c2cccc(Cl)c2)C(=O)/C1=C\c1ccc(Sc2nc3ccccc3[nH]2)o1,10.2%,/,-1.2%,/
CCCCn1c(O)c(/C=C/C=Nc2ccccc2)c(=O)[nH]c1=O,-2.5%,/,0.3%,/
c1ccc2c(CCNCc3ccc4c(c3)OCO4)c[nH]c2c1,-20.3%,/,-13.2%,/
CC(=O)O[C@]1(c2ccccc2)CCN(C)[C@H]2CCCC[C@@H]21,12.9%,/,-1.9%,/
COc1cc2c(cc1OC)C(C(=O)N1CCC3(CC1)OCCO3)C(c1ccccc1F)N(C)C2=O (centres undefined),2.7%,/,-0.7%,/
CC12CN3CC(C)(CN(C1)C31CCOCC1)C2=O,26.1%,/,3.7%,/
CN(C)CC1CSCCC1(O)c1cccc(Cl)c1 (centres undefined),-14.1%,/,-4.5%,/
COc1ccc(OCC(=O)N2CCN(C(C)C)CC2)cc1,6.5%,/,-3.3%,/
O=C(NCC(c1cccnc1)N1CCN(c2ccc(F)cc2)CC1)Oc1ccccc1 (centres undefined),-0.6%,/,-9.3%,/
CCCN1CC(C)C(OC(C)=O)(c2ccccc2)CC1C (centres undefined),-9.7%,/,-6.6%,/
CCOC(=O)N(C)c1ccc(C(O)(C(=O)OC)C(F)(F)F)cc1 (centres undefined),5.7%,/,-11.6%,/
CCCCNc1ccncc1S(=O)(=O)NC(=O)NC(C)C,12.8%,/,-5.6%,/
CC(=O)OC1(c2ccccc2)CCN(C)C(C)C1C (centres undefined),-1.6%,/,2.2%,/
C=C1N2CCC(CC2)C1(O)c1ccc(C)c(C)c1 (centres undefined),14.7%,/,1.6%,/
Cc1nc2c(-c3ccccc3)c(C)nn2c(C)c1CCC(=O)N1CCC2(CC1)OCCO2,-27.3%,/,-5.7%,/
CC(=NCc1cccnc1)c1c(O)n(Cc2ccccc2)c(=O)[nH]c1=O,-17.5%,/,-5.0%,/
Cc1c(N=Nc2c(O)[nH]c(=S)[nH]c2=O)c(=O)n(-c2ccccc2)n1C,9.0%,/,5.2%,/
Cc1ccc(N2C(=O)NC(=O)C3(Cc4ccccc4N4CCCC43)C2=O)cc1 (centres undefined),0.1%,/,-1.9%,/
CC1=NN(c2ccccc2)C(=O)C1/C=C1\C(=O)NC(=O)N(c2cc(C)cc(C)c2)C1=O (centres undefined),25.8%,/,-3.1%,/
c1cc2c(cc1CCNC1C3CC4CC(C3)CC1C4)OCO2 (centres undefined),2.5%,/,-8.1%,/
CCCNS(=O)(=O)c1ccc(OCC(=O)N2CCN(C)CC2)cc1,39.5%[activator],/,5.5%,/
COc1ccccc1N(CC(=O)NC1CCCCC1)C(=O)c1cnn(C(C)C)c1,2.4%,/,8.9%,/
O=C1NC(=O)N(CCC2=CCCCC2)C(=O)/C1=C/c1ccc(O)cc1,12.1%,/,1.9%,/
O=c1c2ccccc2nc(CSc2ncnc3nc[nH]c23)n1-c1ccccc1Cl,-6.2%,/,-5.0%,/
CC1=C(C(=O)OC(C)C)[C@]2(C(=O)N(CC(N)=O)c3ccccc32)C(C#N)=C(N)O1,-3.5%,/,-4.4%,/
Cc1ccnc(-n2c(C)nc3ccccc3c2=O)c1,-9.6%,/,2.6%,/
CN1CCc2cccc(Cl)c2CC1,/,-5.7%[53.3 µM],/,/
CN(C(=O)Cc1ccc(Cl)c(Cl)c1)C(CN1CCCC1)c1cccc(OCC(=O)O)c1 (centres undefined),/,1.2%[53.3 µM],/,/
[Cl-].[Cl][Pt].[NH2-].[NH2-].c1ccncc1,/,?,/,/
C[N+]1(C)CCN(c2ccccc2)CC1,/,-14.4%[53.3 µM],/,/
COc1cc(C(O)CN)ccc1O (centres undefined),/,-13.4%[53.3 µM],/,/
COc1ccc2[nH]c3c(c2c1)CCNC3,/,-3.6%[53.3 µM],/,/
c1ccc2c(c1)[I+]c1ccccc1-2,/,-20.2%[53.3 µM],/,/
O=C(Cc1ccc(Cl)c(Cl)c1)N1CCCCC1CN1CCCC1 (centres undefined),/,-6.2%[53.3 µM],/,/
CN1CCc2cc(O)cc3c2[C@H]1Cc1ccc(O)c(O)c1-3,/,14.1µM*,/,/
NCCCP(=O)(O)O,/,-11.8%[53.3 µM],/,/
CC(C)Oc1cccnc1N(C)C1CCN(Cc2ccccc2)CC1,/,1.7%[53.3 µM],/,/
CC1(C(=O)O)C2CCC(O2)C1(C)C(=O)O (centres undefined),/,0.8%[53.3 µM],/,/
CCCN1CCC[C@H](c2cccc(O)c2)C1,/,-7.8%[53.3 µM],/,/
CCS(=O)(=O)Nc1cccc(C(=C2CCCCC2)c2cnc[nH]2)c1,/,-17.0%[53.3 µM],/,/
CC(=O)OCC1=C(C(=O)[O-])N2C(=O)[C@@H](NC(=O)CCC[C@@H](N)C(=O)[O-])[C@H]2SC1.[Zn+2],/,-21.5%[53.3 µM],/,/
CC1OC1P(=O)(O)O (centres undefined),/,-1.5%[53.3 µM],/,/
Clc1cnc(Oc2ccc(Oc3ncc(Cl)cc3Cl)cc2)c(Cl)c1,/,-17.0%[53.3 µM],/,/
CCCCc1ccc(C(=O)O)nc1,/,-0.8%[53.3 µM],/,/
Cc1sc2ccccc2c1CC1=NCCN1,/,-2.2%[53.3 µM],/,/
CCCC[N+]1(C)C2CC(OC(=O)[C@H](CO)c3ccccc3)CC1C1OC12 (some centres undefined),/,-6.4%[53.3 µM],/,/

(continued)
molecule,p53null 39C tox,FH mod,p53null 32C tox,NTMT1 inhibitor
C[C@H]1C2Cc3ccc(O)cc3[C@@]1(C)CCN2CC1CC1,/,-13.3%[53.3 µM],/,/
CCCN(CCC)[C@H]1CCc2c(F)ccc(O)c2C1,/,-19.1%[53.3 µM],/,/
CCn1cnc2c(Nc3cccc(Cl)c3)nc(N[C@@H]3CCCC[C@@H]3N)nc21,/,-19.1%[53.3 µM],/,/
CN1CCC(c2c[nH]c3ccc(O)cc23)CC1,/,-18.1%[53.3 µM],/,/
CN[C@@H]1C[C@@H](c2ccc(Cl)c(Cl)c2)c2ccccc21,/,?,/,/
COc1ccc2c(c1)C13CCCCC1C(C2)N(C)CC3 (centres undefined),/,-10.8%[53.3 µM],/,/
NCc1cc(=O)[nH]o1,/,-2.5%[53.3 µM],/,/
COC(=O)[C@]12CCC(C)(C)C[C@H]1[C@H]1C(=O)C=C3[C@@]4(C)C=C(C#N)C(=O)C(C)(C)[C@@H]4CC[C@@]3(C)[C@]1(C)CC2,/,/,/,2.0%
C/C=C(\C)C(=O)N[C@@H](c1ccccc1)[C@@H](O)C(=O)O[C@H]1C[C@@]2(O)[C@@H](OC(=O)c3ccccc3)[C@@H]3[C@]4(OC(C)=O)CO[C@@H]4C[C@H](O)[C@@]3(C)C(=O)[C@H](OC(C)=O)C(=C1C)C2(C)C,/,/,/,2.2%
O=C(O)c1ccc(O)c2ncc(N3CCCNCC3)cc12,/,/,/,8.8%
CCOc1ccc(CCNC(=O)c2cc3ccncc3n2Cc2cccc(C)c2)cc1OCC,/,/,/,-1.1%
N#Cc1ccc(NC(=O)Nc2nnc(-c3ccncc3)s2)cc1Br,/,/,/,?
CCOc1ccc(CCNC(=O)c2cc3ncccc3n2Cc2cccc(C)c2)cc1OCC,/,/,/,8.5%
Cn1cc(P(=S)(c2ccccc2)c2ccccc2)c2ccccc21,/,/,/,-2.9%
Cn1c(COP(=O)(NCCBr)NCCBr)cnc1[N+](=O)[O-],/,/,/,22.4%
CN1CCN(c2cnc3c(O)ccc(C(=O)O)c3c2)CC1,/,/,/,18.3%
CC1(C)CC(O)CC(C)(C)N1O,/,/,/,3.4%
CN1C(=O)[C@@H](NC(=O)[C@H](CCC(F)(F)F)[C@H](CCC(F)(F)F)C(N)=O)N=C(c2ccccc2)c2ccccc21,/,/,/,5.3%
C[C@@]12OC(=O)[C@]1([C@@H](O)[C@@H]1C=CCCC1)NC(=O)[C@@H]2CCCl,/,/,/,-14.8%
C[n+]1cc(P(=S)(c2ccccc2)c2ccccc2)n2ccccc21,/,/,/,-19.5%
C/C1=C/C[C@@H](/C(C)=C/c2csc(C)n2)OC(=O)C[C@H](O)C(C)(C)C(=O)[C@H](C)[C@@H](O)[C@@H](C)CCC1,/,/,/,-18.6%
CO/C1=C/C(C)=C\[C@@H](C)[C@@H](O)[C@@H](C)C/C(C)=C\C=C/[C@H](OC)[C@@H]([C@@H](C)[C@@H](O)[C@H](C)[C@@]2(O)C[C@@H](O)[C@H](C)[C@@H](C(C)C)O2)OC1=O,/,/,/,4.3%[29.8 µM]
COc1c2c(cc3c1OCO3)CCN(C)C2,/,4.9%[53.3 µM],/,?
O=C1NCN(c2ccccc2)C12CCN(CC1COc3ccccc3O1)CC2 (centres undefined),/,-15.3%&2.8%[53.3 µM],/,-12.0%[57.5 µM]
CC1=C(O)C(=O)C=C2C1=CC=C1[C@@]2(C)CC[C@@]2(C)[C@@H]3C[C@](C)(C(=O)O)CC[C@]3(C)CC[C@]12C,/,?,/,15.8µM*!

Complete entries from above. Screens in order: p53null 39C tox, FH mod, p53null 32C tox, NTMT1 inhibitor
N#Cc1ccc(NC(=O)Nc2nnc(-c3ccncc3)s2)cc1Br is entered as /, /, /, ?
COc1c2c(cc3c1OCO3)CCN(C)C2 is entered as /, 4.9%[53.3 µM], /, ?
C[C@@]12OC(=O)[C@]1([C@@H](O)[C@@H]1C=CCCC1)NC(=O)[C@@H]2CCCl is entered as /, /, /, -14.8%
O=C(O)c1ccc(O)c2ncc(N3CCCNCC3)cc12 is entered as /, /, /, 8.8%
C[C@H]1C2Cc3ccc(O)cc3[C@@]1(C)CCN2CC1CC1 is entered as /, -13.3%[53.3 µM], /, /

These rows are one share of the data, so the mix of outcomes need not match the whole.
